# AHR act: activates the human aryl hydrocarbon receptor; P35869; AHR-responsive luciferase reporter cells, luminescence; activation, % at 5 µM; actives 2.5% (n = 320,000); in the data active = activation above about 47%;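 also: 0% = vehicle wells and 100% = reference agonist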
# Target sequence (P35869 whole entry, looked up): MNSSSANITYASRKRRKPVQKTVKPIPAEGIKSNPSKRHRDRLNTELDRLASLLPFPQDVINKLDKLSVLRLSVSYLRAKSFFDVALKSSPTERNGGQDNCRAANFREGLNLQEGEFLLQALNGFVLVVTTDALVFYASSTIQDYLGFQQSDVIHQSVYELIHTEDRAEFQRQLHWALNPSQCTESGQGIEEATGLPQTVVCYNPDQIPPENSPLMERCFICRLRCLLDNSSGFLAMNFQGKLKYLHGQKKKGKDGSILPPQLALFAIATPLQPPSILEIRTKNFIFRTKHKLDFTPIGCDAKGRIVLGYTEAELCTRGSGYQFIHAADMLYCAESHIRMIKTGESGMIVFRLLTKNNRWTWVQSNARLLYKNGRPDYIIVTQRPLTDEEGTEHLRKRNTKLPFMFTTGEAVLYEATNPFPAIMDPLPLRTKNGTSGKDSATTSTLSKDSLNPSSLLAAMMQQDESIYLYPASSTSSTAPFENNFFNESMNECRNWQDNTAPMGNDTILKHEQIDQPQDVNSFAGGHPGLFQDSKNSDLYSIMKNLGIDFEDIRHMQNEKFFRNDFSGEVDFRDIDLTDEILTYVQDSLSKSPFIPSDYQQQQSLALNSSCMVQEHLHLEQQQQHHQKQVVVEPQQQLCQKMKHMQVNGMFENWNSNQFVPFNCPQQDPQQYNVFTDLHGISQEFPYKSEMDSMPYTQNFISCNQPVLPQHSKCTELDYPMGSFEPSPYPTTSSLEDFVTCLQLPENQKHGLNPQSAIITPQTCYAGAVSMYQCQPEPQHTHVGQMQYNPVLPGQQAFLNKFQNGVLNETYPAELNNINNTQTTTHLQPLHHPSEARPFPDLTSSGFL
# procasp7 counter: activates human procaspase-7, counter-screen for procaspase-3 activators; recombinant procaspase-7, Ac-DEVD-pNA absorbance 405 nm; D23A/D198A/D206A triple mutant, cannot self-cleave; scale: DMSO 0, 5 µM enzyme 100; activation, % at 8.5 µM; actives 0.093% (n = 330,000); AID 463210;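 active = percent activation above the screen-wide mean plus 3 SD, cut at about 25% in these data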
#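 Material: Procaspase-7 triple mutant (PC-7 D3A) | Quantity: 2 µM procaspase-7 mutant as dispensed | Reagent: DEVD-pNA substrate | Times: 1 h preincubation, 2 h reaction | Technique: 405 nm absorbance of p-nitroaniline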
# LAP4-GFP MLPCN: yeast TOR pathway LAP4-GFP modulation; S. cerevisiae LAP4-GFP multiplex, flow cytometry GFP, 3 h; median GFP as percent of DMSO wells; GFP response vs DMSO, % at 10 µM; actives 0.34% (n = 320,000); AID 2023;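 active = GFP response vs DMSO above a set limit, about the screen mean plus 3 SD, cut at about 150% in these data; inconclusive = under 70 cell events counted for the yeast strain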
# MEP2 TOR yeast: alters MEP2-GFP fluorescence in TOR pathway yeast screen; AID 2016; GFP response vs DMSO, % at 10 µM; S. cerevisiae MEP2-GFP strain, flow cytometry GFP, 3 h; 100% = DMSO control level; actives 0.51% (n = 330,000);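 active = GFP response versus DMSO above a set limit, roughly screen mean plus 3 SD, cut at about 180% in these data; inconclusive = fewer than 70 cells counted for a yeast strain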;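 also: median GFP fluorescence of the barcode-gated MEP2-GFP cells per well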
# RPL19A-GFP yeast: yeast TOR pathway RPL19A-GFP modulation. actives 0.3% (n = 330,000). S. cerevisiae RPL19A-GFP strain, flow cytometry, 3 h; hits give low values. percent response vs DMSO, % at 10 µM. AID 2025;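 active = percent response vs DMSO below 50%; inconclusive = fewer than 70 events counted for the yeast strain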;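 also: median channel GFP fluorescence of the barcoded RPL19A-GFP strain; ratio of sample median GFP to plate DMSO average so 100% = DMSO; lower means less RPL19A-GFP as with rapamycin TOR inhibition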
# proCasp3 act: activates human procaspase-3; activation, % at 8.5 µM; recombinant procaspase-3 D3A, Ac-DEVD-pNA absorbance 405 nm; P42574; AID 463141; actives 0.11% (n = 330,000);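 active = activation above the mean of all tested compounds plus 3 SD, cut at about 21% in these data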;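 also: 0% = DMSO alone and 100% = DMSO wells spiked with extra 5 µM PC-3 D3A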
# Target sequence (P42574 whole entry D9A/D28A/D175A): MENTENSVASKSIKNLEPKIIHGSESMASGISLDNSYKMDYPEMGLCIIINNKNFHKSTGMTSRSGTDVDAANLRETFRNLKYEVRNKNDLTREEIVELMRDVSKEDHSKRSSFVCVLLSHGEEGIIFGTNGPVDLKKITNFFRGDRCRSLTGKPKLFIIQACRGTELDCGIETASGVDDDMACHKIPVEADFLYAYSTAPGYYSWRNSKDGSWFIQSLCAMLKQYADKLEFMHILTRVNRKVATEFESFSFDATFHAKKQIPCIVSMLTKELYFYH
#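 Technique: 405 nm absorbance of p-nitroaniline, reads at 0 and 120 min; Test system: Procaspase-3 D3A mutant; Incubation: 1 h enzyme-compound preincubation, then 2 h substrate reaction, 25 °C; Repeats: singlicate, each compound tested once; Benchmarks: low control DMSO wells, high control DMSO plus 5 µM PC-3 D3A.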
# CIT2-GFP yeast: modulators of TOR pathway CIT2-GFP in S. cerevisiae | actives 0.065% (n = 320,000) | GFP response vs DMSO, % at 10 µM | AID 2029 | S. cerevisiae CIT2-GFP strain, flow cytometry, 3 h; 100 means same as DMSO wells;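 active = GFP response relative to DMSO above a set limit, near the screen mean plus 3 SD, cut at about 150% in these data; inconclusive = Fewer than 70 cells measured for a yeast strain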;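 also: ratio of well median GFP fluorescence to mean of DMSO wells on the plate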
# AGP1-GFP MLPCN: modulators of TOR pathway AGP1-GFP in S. cerevisiae | AID 2066 | actives 0.02% (n = 320,000) | S. cerevisiae AGP1-GFP multiplex flow cytometry, 3 h; GFP as percent of DMSO wells | GFP response vs DMSO, % at 10 µM;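 active = GFP response relative to DMSO above a set limit, near screen average plus 3 SD, cut at about 150% in these data; inconclusive = fewer than 70 cells counted for the yeast strain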;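 also: median GFP channel fluorescence of the gated AGP1 strain per well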
# Active calls of the source: *; u = inconclusive; x = no result given; & = joins results of further samples.
1. Cc1cccc(NC(=S)N(CCN(C)C)C(C)c2ccccn2)c1 (stereo unspecified)
2. CCC1=C(OC(=O)N(CC)CC)N2C(=O)OC(=NCCOC)[C@]2(Cc2ccccc2)[C@H]2C1=CC[C@H]1C(=O)NC(=O)[C@H]12
3. CCCCCCn1c(CN2CCN(Cc3ccccc3)CC2)nc2c1c(=O)n(C)c(=O)n2C
4. COc1ccc(Br)cc1CNc1ccc2[nH]c(=O)[nH]c2c1
5. Cc1c([N+](=O)[O-])cc(C(=O)Nc2ccc3ncccc3c2)cc1[N+](=O)[O-]
6. CC(C)(C)c1ccc(NC(=O)COC(=O)C2=COCCO2)cc1
7. COc1ccc(C(=O)NC(=O)COC(=O)c2ccc3ncsc3c2)cc1
8. CC(=O)c1cccc(CN2CCC(n3nccc3NC(=O)CCOc3ccccc3)CC2)c1

Screen / compound no.	1	2	3	4	5	6	7	8
MEP2 TOR yeast	106	90	97	107	108	97	108	103
LAP4-GFP MLPCN	107	125	94	108	95	97	103	95
procasp7 counter	-7	-1	-2	-5	-4	5	-5	-4
AGP1-GFP MLPCN	x	75	97	100	102	97	104	99
proCasp3 act	0	1	7	-8	15	-11	-6	-7
AHR act	3	2	-2	7	27	1	-1	-5
RPL19A-GFP yeast	111	90	95	100	111	94	105	99
CIT2-GFP yeast	107	65	89	91	105	97	101	98

9. Cc1ccc(CSc2nnc(CCCCCNC(=O)OC(C)(C)C)o2)cc1
10. O=C(N=C1SC2CS(=O)(=O)CC2N1c1cccc(Cl)c1)C1CCCO1 (stereo unspecified)
11. Cc1ccc(C)c(N2N=C(C(=O)O)CCC2=O)c1
12. CN(C(=O)c1cccc(NC(=O)Cc2ccc([N+](=O)[O-])cc2)c1)C1CC1
13. O=C(COc1cccc2c1CCNC2=O)Nc1cccc(F)c1
14. COc1ccc(CCNC(=O)c2ccc(CS(=O)Cc3ccc(C)cc3)o2)cc1OC (stereo unspecified)
15. Cc1cc(O)c(C=Nc2ccc(N3CCOCC3)cc2)c(C)c1Cl
16. CCn1cc(CNC(=O)C2C3CCC(C3)C2C(=O)O)cn1 (stereo unspecified)

Screen / compound no.	9	10	11	12	13	14	15	16
MEP2 TOR yeast	96	99	104	99	93	103	108	104
LAP4-GFP MLPCN	110	112	100	99	92	106	95	97
procasp7 counter	8	-10	-7	-11	4	-5	-17	2
AGP1-GFP MLPCN	101	104	105	99	92	103	102	57
proCasp3 act	9	3	3	2	-8	2	0	-2
AHR act	14	4	4	-1	49*	1	9	1
RPL19A-GFP yeast	95	101	98	109	91	106	106	95
CIT2-GFP yeast	89	95	109	101	86	105	108	109

17. COc1ccc(C2=NS(=O)(=O)N(C)C(C(=O)NCc3ccc4c(c3)OCO4)=C2)cc1
18. O=C(CC1CC2CCC1C2)NCCc1ccc(Cl)cc1 (stereo unspecified)
19. COC(=O)c1sc(N)c(C(=O)OC)c1CSc1nc2sc3c(c2c(=O)n1C)CCC3
20. COc1ccc(N2C(=O)CCC(C(=O)NCc3ccccn3)C2c2ccc(F)cc2)cc1 (stereo unspecified)
21. COc1ccc(OC)c(C(=O)c2coc3ccc(OC)cc23)c1
22. Cn1c(SCCN2CCCCC2)nnc1-c1ccccc1Br
23. Cc1ccc(S(=O)(=O)Nc2c(C)nc3nc[nH]n3c2=O)c(C)c1
24. CC(=O)c1cc2c(cc1NC(=O)CCn1cnnn1)OCO2

Screen / compound no.	17	18	19	20	21	22	23	24
MEP2 TOR yeast	96	88	99	102	97	97	98	104
LAP4-GFP MLPCN	95	88	97	96	99	99	95	95
procasp7 counter	5	-6	-6	2	9	-2	-1	3
AGP1-GFP MLPCN	93	86	100	98	80	94	98	102
proCasp3 act	-6	0	8	-2	2	0	-4	11
AHR act	6	0	1	2	6	19	-2	0
RPL19A-GFP yeast	95	90	98	104	80	95	94	99
CIT2-GFP yeast	94	86	95	99	95	95	96	106

25. Cc1ccccc1NC(=S)NCCc1ccccc1
26. CCc1nnc(SCC(=O)Nc2ccc(N3CCOCC3)cc2)o1
27. CCOc1ccc(NC(=O)CN2C(=O)CSc3ccc(S(=O)(=O)N4CCCC4)cc32)cc1
28. COC(=O)c1sc(C(F)(F)F)c(-c2ccccc2)c1S(=O)(=O)N(C)C
29. Cc1ccc(NC(=O)N2C3CCCC2CC(NC(=O)C(C)(C)C)C3)cc1 (stereo unspecified)
30. COc1ccc2c3c1OC1CC(O)C=CC31CCN(C)C2 (stereo unspecified)
31. O=C(CCC(=O)N1CCCCCC1)NCc1ccc(F)cc1
32. CN1CCN(c2cc(-c3ccccc3)nc3cc(-c4ccc(F)cc4)nn23)CC1

Screen / compound no.	25	26	27	28	29	30	31	32
MEP2 TOR yeast	91	114	102	93	114	106&112	101	96
LAP4-GFP MLPCN	102	114	108	102	105	91&106	104	105
procasp7 counter	3	-4	8	-2	-11	-1&3	-7	5
AGP1-GFP MLPCN	92	106	112	100	116	98&105	105	89
proCasp3 act	-2	3	2	4	4	-1&3	1	4
AHR act	1	1	5	-3	1	-2&1	1	2
RPL19A-GFP yeast	96	105	107	93	98	101&104	100	93
CIT2-GFP yeast	98	108	110	92	101	101&106	105	88

33. COc1ccc(OCC(O)Cn2c(N3CCCCC3)nc3c2c(=O)[nH]c(=O)n3C)cc1 (stereo unspecified)
34. O=C(CCCCCn1c(SCc2ccncc2)nc2ccccc2c1=O)NCc1ccco1
35. O=C(Nc1ccc(Br)cc1)c1cccn1-c1ncc(C(F)(F)F)cc1Cl
36. CSCCC(NC(=O)C12CC3CC(CC(C3)C1)C2)C(=O)OCC(=O)c1ccccc1 (stereo unspecified)
37. Cc1cc(C)c(NC(=S)N2CCC(N(C)CC3CCCO3)CC2)c(C)c1 (stereo unspecified)
38. FC(F)(F)c1cccc(NC(=S)N(CCCN2CCCC2)Cc2cccn2Cc2ccc(Cl)cc2)c1
39. CCOC(=O)C(C)n1cnc2c1c(=O)[nH]c(=O)n2C (stereo unspecified)
40. Fc1ccc(Cn2c(-c3cscn3)nc3ccccc32)c(Cl)c1

Screen / compound no.	33	34	35	36	37	38	39	40
MEP2 TOR yeast	106	107	91	98	102	98	111	91
LAP4-GFP MLPCN	104	103	95	91	104	113	107	x
procasp7 counter	-4	-11	-7	-3	3	-8	-12	2
AGP1-GFP MLPCN	67	105	92	102	103	110	108	96
proCasp3 act	1	-1	0	0	2	4	1	-10
AHR act	3	-1	62*	1	0	4	-1	0
RPL19A-GFP yeast	102	101	94	99	99	101	103	96
CIT2-GFP yeast	71	104	82	102	106	108	112	96

# Pulled one by one from above:
11. Cc1ccc(C)c(N2N=C(C(=O)O)CCC2=O)c1
24. CC(=O)c1cc2c(cc1NC(=O)CCn1cnnn1)OCO2
14. COc1ccc(CCNC(=O)c2ccc(CS(=O)Cc3ccc(C)cc3)o2)cc1OC (stereo unspecified)
19. COC(=O)c1sc(N)c(C(=O)OC)c1CSc1nc2sc3c(c2c(=O)n1C)CCC3
16. CCn1cc(CNC(=O)C2C3CCC(C3)C2C(=O)O)cn1 (stereo unspecified)
28. COC(=O)c1sc(C(F)(F)F)c(-c2ccccc2)c1S(=O)(=O)N(C)C

Screen / compound no.	11	24	14	19	16	28
MEP2 TOR yeast	104	104	103	99	104	93
LAP4-GFP MLPCN	100	95	106	97	97	102
procasp7 counter	-7	3	-5	-6	2	-2
AGP1-GFP MLPCN	105	102	103	100	57	100
proCasp3 act	3	11	2	8	-2	4
AHR act	4	0	1	1	1	-3
RPL19A-GFP yeast	98	99	106	98	95	93
CIT2-GFP yeast	109	106	105	95	109	92

# (more compounds)
41. O=C(Cc1cccs1)NC1CCCC1
42. CSc1nc2c(c(=O)[nH]1)C(c1ccc(Br)cc1)CC(=O)N2 (stereo unspecified)
43. O=C(N/N=C/c1ccc(O)cc1O)NC12CC3CC(CC(C3)C1)C2
44. COc1ccc(NC(=O)Nc2ccon2)cc1OC
45. COc1cc(/C=N/N2CCN(c3ccccc3)CC2)ccc1OC(C)=O
46. COCCC(=O)Nc1c(-c2ccccc2)c2cc(Br)ccc2[nH]c1=O
47. CC(C)N1C(=O)C2C(C(=O)NC3CCCCC3)C3C=CC2(O3)C1C(=O)NC1CCCCC1 (stereo unspecified)
48. CCOC(=O)C1(Cc2ccccc2C)CCCN(C(=O)c2ccc3nccnc3c2)C1 (stereo unspecified)

Screen / compound no.	41	42	43	44	45	46	47	48
MEP2 TOR yeast	94	95	106	105	102	105	101	116
LAP4-GFP MLPCN	82	96	108	73	77	84	x	81
procasp7 counter	4	-2	-5	-6	-12	-1	6	-5
AGP1-GFP MLPCN	89	x	94	97	94	99	106	96
proCasp3 act	-1	1	4	0	5	7	6	0
AHR act	0	1	0	13	-10	4	4	1
RPL19A-GFP yeast	97	92	100	119	106	98	99	108
CIT2-GFP yeast	96	102	95	100	109	105	94	101

49. COc1cc(NS(=O)(=O)c2ccc(NC(=S)NC(=O)c3ccc(F)c(F)c3)cc2)nc(OC)n1
50. COc1cc(CNc2ccc3c(c2)CCC3)cc(OC)c1O
51. CCNC(=O)C1CCCN1C(=O)C(CCCN=C(N)N)NC(=O)C(CC(C)C)NC(=O)C(Cc1cn(Cc2ccccc2)cn1)NC(=O)C(Cc1ccc(O)cc1)NC(=O)C(CO)NC(=O)C(Cc1c[nH]c2ccccc12)NC(=O)C(Cc1cnc[nH]1)NC(=O)C1CCC(=O)N1 (stereo unspecified)
52. O=C(NNS(=O)(=O)c1ccc(Cl)cc1)c1cccc(S(=O)(=O)N2CCOCC2)c1
53. Cc1nn(-c2ccccc2)c(Cl)c1/C=N/NC(=O)c1nn(C)cc1[N+](=O)[O-]
54. O=C(OCC(=O)N1CCCC1)c1cc(Cl)ccc1[N+](=O)[O-]
55. Nc1nc(-c2ccccn2)nc(N)c1Cc1ccc(Cl)cc1Cl
56. O=c1oc2ccccc2c(NCc2ccccc2F)c1[N+](=O)[O-]

Screen / compound no.	49	50	51	52	53	54	55	56
MEP2 TOR yeast	101	108	106	92	104	108	106	105
LAP4-GFP MLPCN	98	96	121	104	105	115	104	100
procasp7 counter	-13	-41	-3	-7	1	4	-6	6
AGP1-GFP MLPCN	96	108	105	101	101	111	71	100
proCasp3 act	-6	-22	-11	6	1	-3	-3	3
AHR act	0	7	-2	3	5	0	25	10
RPL19A-GFP yeast	99	102	112	94	99	96	86	103
CIT2-GFP yeast	94	109	98	92	101	100	102	93

57. CCN(CCNC(=O)CN1CCN(Cc2ccc(Cl)cc2)C1=O)c1ccccc1
58. COc1ccc(-c2noc(CCC(=O)Nc3ccc4c(c3)OCCO4)n2)cc1
59. CCn1c(Cc2ccccc2)nnc1SCC(=O)N1CCCCC1
60. CCc1nc(NCCCn2ccnc2)c2oc3ccccc3c2n1
61. Cc1ccc(S(=O)(=O)N(CC(=O)NN=C2CCN(C)CC2)c2ccc(C(C)C)cc2)cc1
62. CCC(C(=O)OC)n1cnc2c(nnn2-c2ccc(F)cc2)c1=O (stereo unspecified)

Screen / compound no.	57	58	59	60	61	62
MEP2 TOR yeast	102	u	100	97	102	98
LAP4-GFP MLPCN	99	90	105	83	106	109
procasp7 counter	-11	6	-5	-6	14	0
AGP1-GFP MLPCN	101	85	87	x	102	95
proCasp3 act	-11	-1	6	-4	3	0
AHR act	11	2	2	109*	0	-1
RPL19A-GFP yeast	x	83	95	89	98	94
CIT2-GFP yeast	99	83	98	96	100	90

# Bioassay records: PubChem BioAssay, several laboratories
